Nrf2 activator – activates Nrf2 signaling; 0.31% of 410,000 active; Potency, µM (doses to about 46.1 µM), for inactives: top-dose activation, most hits filed as activators; AREc32 ARE-luciferase reporter (MCF7-derived line), luminescence, 24 h; note: % of control where 0% means no effect; nearly all actives have a fitted effect of over 65% in size
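Reporter line AREc32 (ARE-Fluc), seeded overnight in OPTI-MEM with 5% FBS; compound pin-transferred, 24 hr at 37 deg C, 5% CO2; luminescent read-out.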
ATXN2 expr inh – reduces ATXN2 reporter expression in HEK-293 cells | HEK-293 ATXN2-luciferase reporter, luminescence, 24 h | AID 1745845 | Potency, µM (series often up to 57 µM), without a hit: top-dose activity change, negative = inhibition, actives largely listed as inhibitors | 0.72% of 360,000 active; note: % is set by controls: 0 for no effect and ±100 for the full control effect; nearly all actives have a fitted effect of over 55% in size
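ATXN2-luciferase reporter cells (luciferase flanked by upstream and downstream ATXN2 gene portions) were treated 24 h at 37 °C with compounds at up to 57 uM. SteadyGlo luminescence gave expression; GF-AFC fluorescence gave viability.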
Nrf2 inh – blocks Nrf2 signaling; 2.1% of 360,000 active; Potency, µM (series often up to 46 µM), for the others: top-dose activity change, negative = inhibition, actives largely listed as inhibitors; A549 ARE-Fluc reporter, luciferase luminescence, 18-24 h; note: % is set by controls: 0 for no effect and ±100 for the full control effect; nearly all actives have a fitted effect of over 60% in size
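Concentration-response testing used A549 ARE_Fluc cells at 5000 cells/well. Following an 18-24 h compound incubation, viability was read by fluorescence (Ex 405/Em 525) and luciferase output by luminescence.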
MCF10A rereplic – DNA re-replication induction in MCF 10a cells; MCF 10A DNA re-replication, Hoechst nuclear intensity, 48 h; Potency, µM (highest dose often 46.1 µM), for inactives: at the highest dose activity, positive = re-replication, actives largely listed as activators; 2.9% of 350,000 active; note: % of control where 0% means no effect; nearly all actives have a fitted effect of over 50% in size
S2 tox – viability counter-screen for ATXN expression inhibitors; S2 cells (HEK-293 line with an ATXN2-luciferase reporter) viability, CellTiter-Fluor protease fluorescence, 24 h; Potency, µM (titrated, usually from 56.7 µM), hits mostly cytotoxic; 0.49% of 400,000 active; AID 651635; note: nearly all actives have a fitted effect of over 40% in size
A549 tox – A549 cytotoxicity, counter-screen for Nrf2 inhibitors. Potency, µM (doses to about 46 µM), for inactives: at the top dose activity change, negative = cytotoxicity, usual class: inhibitors. 0.16% of 390,000 active. A549 ARE-Fluc cells, CellTiter-Fluor viability, 18-24 h; note: % is set by controls: 0 for no effect and ±100 for the full control effect
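A549 ARE-Fluc cells in 5% FBS OPTI-MEM, 5000 cells/well, rested 2 h then exposed to compounds in concentration-response for 18-24 h at 37 °C. Viability by CellTiter-Fluor fluorescence (Ex 405/Em 525) after 30 min; luciferase luminescence (BugLite, 15 min, RT) read afterwards.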
TGFb inhibitor – inhibitors of TGF-b signaling; 1.2% of 410,000 active; Potency, µM (top dose mostly 46.1 µM), inactives show at the top dose activity, negative = inhibition, actives largely listed as inhibitors; HepG2 CAGA-GFP TGF-b/SMAD3 reporter, GFP fluorescence, 18 h; TGF-beta stimulated, 500 pg/mL final; note: % is set by controls: 0 for no effect and ±100 for the full control effect; nearly all actives have a fitted effect of over 65% in size
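HEPG2 CAGA-GFP cells (1000/well, DMEM with 1% FBS) were pre-incubated 2 h at 37 degrees C, given compound by pin tool, then stimulated with TGF-beta at 500 pg/mL final for 18 h before per-cell GFP fluorescence imaging.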
HepG2 tox – kills HepG2 cells in TGF-b inhibitor counter-screen. AID 588856. Potency, µM (highest dose often 46.1 µM), for inactives: at the top dose activity change, negative = cytotoxicity, usual class: cytotoxic. HepG2 CAGA-GFP viability, ATP luminescence, 18 h. 0.76% of 410,000 active; note: some results filed as inactive show a strong effect at the top dose
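CellTiter-Glo luminescence gave cytotoxicity after 18 hours at 37 degrees C. The cells were HepG2 CAGA-GFP in 1% FBS DMEM, stimulated with 500 pg/mL TGF-beta after compound addition. %Activity was normalised to no-cell wells (complete cell-killing) and DMSO (no toxicity), and curves were fitted and classified.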
EPAC2 antagonist – antagonists of human EPAC2; Q8WZA2; EPAC2 GEF exchange of Rap1B-BODIPY-GDP, fluorescence; Potency, µM (titrated, usually from 114 µM), for the others: at the highest dose activity, negative = inhibition, usual class: inhibitors; 0.18% of 360,000 active; AID 720708; note: % is set by controls: 0 for no effect and ±100 for the full control effect; nearly all actives have a fitted effect of over 45% in size; many of its hits are not listed in these tables
Target sequence (Q8WZA2 whole entry, looked up): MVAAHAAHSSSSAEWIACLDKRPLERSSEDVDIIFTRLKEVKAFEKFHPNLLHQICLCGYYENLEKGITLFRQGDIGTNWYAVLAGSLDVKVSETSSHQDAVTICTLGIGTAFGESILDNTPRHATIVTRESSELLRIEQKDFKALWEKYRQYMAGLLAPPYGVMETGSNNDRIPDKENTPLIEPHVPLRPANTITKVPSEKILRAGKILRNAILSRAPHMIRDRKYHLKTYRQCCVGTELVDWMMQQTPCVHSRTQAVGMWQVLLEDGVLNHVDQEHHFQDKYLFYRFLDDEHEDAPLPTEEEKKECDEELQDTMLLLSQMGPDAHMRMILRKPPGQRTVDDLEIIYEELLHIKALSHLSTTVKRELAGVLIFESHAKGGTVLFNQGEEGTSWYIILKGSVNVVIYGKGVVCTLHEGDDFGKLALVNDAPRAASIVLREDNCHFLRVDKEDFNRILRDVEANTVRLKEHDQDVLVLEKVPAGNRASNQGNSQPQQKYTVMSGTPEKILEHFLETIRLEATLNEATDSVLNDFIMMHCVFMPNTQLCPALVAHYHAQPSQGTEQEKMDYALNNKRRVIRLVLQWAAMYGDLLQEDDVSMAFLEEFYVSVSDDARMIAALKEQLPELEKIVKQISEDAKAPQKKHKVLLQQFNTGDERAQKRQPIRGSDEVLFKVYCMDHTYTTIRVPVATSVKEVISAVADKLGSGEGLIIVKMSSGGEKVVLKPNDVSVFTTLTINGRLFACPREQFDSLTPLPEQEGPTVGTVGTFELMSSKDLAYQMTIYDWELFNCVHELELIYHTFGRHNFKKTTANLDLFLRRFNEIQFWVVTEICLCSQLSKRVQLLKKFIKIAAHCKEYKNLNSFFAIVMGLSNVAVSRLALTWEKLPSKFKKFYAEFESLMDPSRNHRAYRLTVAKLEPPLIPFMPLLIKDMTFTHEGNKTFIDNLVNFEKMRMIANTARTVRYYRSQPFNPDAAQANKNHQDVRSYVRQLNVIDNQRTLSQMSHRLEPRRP
Numbers without * were called inactive; i = inactive; ? = inconclusive; . = no result given; [ ] = dose if it differs, or a comment. Calls come from the whole dose curve; as a rule, active = well fitted curve in the direction sought with a large enough effect; inconclusive = small, poorly fitted or top-dose-only effect, or another doubt; inactive = no such curve, though single readings can be large; an effect the other way counts as inactive or inconclusive. Potency is the fitted concentration of half-maximal effect. Only part of the results is shown, so the mix of outcomes need not match the whole.

SMILES | Nrf2 activator | ATXN2 expr inh | Nrf2 inh | MCF10A rereplic | S2 tox | A549 tox | TGFb inhibitor | HepG2 tox | EPAC2 antagonist
O=S(=O)(/N=C(/c1ccccc1)N1CCOCC1)c1ccc(F)cc1F | -0.5% | 5% | 8% | 0% | i | -4% | 1% | 3% | 1%
COc1ccccc1-c1nnc(SC(C)C(=O)NCC2CCCO2)n1C (centres undefined) | 2.9% | 6% | 12% | -14% | i | 1% | 4% | 6% | -3%
O=S(=O)(NCc1ccccc1)c1ccccc1NCCc1ccccc1 | 2.7% | 2% | 9% | 8% | i | 10% | ? | -37% | -10%
COc1cccc(CN2CCC2(C)C(=O)Nc2cccc(NS(C)(=O)=O)c2)c1OC (centres undefined) | 5.6% | 46%[activator] | . | . | i | . | -5% | -27% | -4%
CC(OC(=O)c1ccccn1)C(=O)Nc1nc(-c2ccc(F)c(F)c2)cs1 (centres undefined) | 6.9% | 22% | ? | -6% | i | 0% | 0% | 1% | -14%
CC(C)C[C@H](NC(=O)N1CCN(c2ccccc2)CC1)C(=O)O | -0.2% | 5% | 1% | -3% | i | 1% | -18% | 12% | 5%
C=CCn1c(SCc2cccnc2)nnc1-c1ccncc1 | -0.8% | 9% | 0% | 1% | i | 0% | 25% | 1% | 9%
O=C(CSc1ncccn1)Nn1cnnc1 | -0.2% | 1% | -6% | 0% | i | -6% | -3% | 1% | 1%
O=C(NCCc1ccccc1Cl)c1cc(COc2ccc(F)cc2F)on1 | -0.2% | -8% | ? | ? | i | -13% | ? | -35% | -8%
CCCCC[C@@H](C)N1C[C@H](COCc2ccccc2)Oc2cc(N3CC[C@H](N(C)C)C3)ccc2S1(=O)=O | -3.3% | ? | . | . | 25µM* | . | . | . | ?
O=C(Nc1ccc(Br)cc1F)c1ccc2c(c1)OCCO2 | -1.3% | ? | ? | 10% | i | 1% | -2% | -20% | -5%
N=c1oc2ccccc2cc1C(=O)Nc1ccccc1 | 18% | -18% | ? | 5% | i | -13% | 2% | -12% | -7%
COC(=O)c1cc(C(=O)NC(C)(C)CC(C)(C)C)cc([N+](=O)[O-])c1 | 0.2% | -9% | -14% | 17% | i | 1% | -6% | -22% | 13%
O=C1C2C3C=CC(C4CC34)C2C(=O)N1/N=C/c1ccc([N+](=O)[O-])s1 (centres undefined) | 0.7% | 37% | 12% | ? | i | 9% | -15% | -39% | -5%
C/C(N)=C(/C#N)C(=O)COC(=O)CCS(=O)(=O)c1ccccc1 | 4.3% | 1% | -9% | 16% | i | -10% | -8% | 10% | -5%
CCOC(=O)c1[nH]c(C)c(C(=O)NCCC2=CCCCC2)c1C | 2.3% | 23% | -8% | -3% | i | -12% | 3% | -2% | 13%
O=C(Nc1ccccc1)Nc1nnc(-c2ccccc2)o1 | -0.9% | 28% | 10% | 3% | i | -19% | 3% | -17% | 10%
O=C(Nc1ccc([N+](=O)[O-])cc1Br)c1cccnc1 | -0.6% | -7% | -19% | -5% | i | 1% | 0% | 8% | 0%
O=C(N/N=C/c1ccco1)c1cc(=O)[nH]c2ccccc12 | 2.8% | -3% | ? | 4% | i | 3% | -7% | -10% | -4%
CC(C)c1nc2oc3c(=O)[nH]cnc3c2c2c1COC(C)(C)C2 | -0.6% | -3% | -12% | 6% | i | -6% | -21% | 3% | 6%
COc1ccc(C(=O)NCc2nnc(SCC(=O)Nc3cc(Cl)ccc3OC)o2)cc1 | -0.1% | . | 4% | 1% | i | -2% | ? | -2% | 1%
Cc1c(NC(=O)c2ccccc2)cccc1[N+](=O)[O-] | 0.5% | 6% | 0% | 0% | i | -1% | 1% | -1% | 14%
CN(C)c1ccc(NC(=O)/C=C/c2c(Cl)cccc2Cl)cc1 | 5.2% | 83%[activator] | ? | 16µM* | ? | -26% | 0% | -53% | 0%
CN1C(=O)CSc2ccc(NC(=O)N3CCc4ccccc43)cc21 | 5.8% | 79%[activator] | ? | ? | i | 0% | 11% | -34% | -9%

Four consecutive records already listed, for reference:
SMILES | Nrf2 activator | ATXN2 expr inh | Nrf2 inh | MCF10A rereplic | S2 tox | A549 tox | TGFb inhibitor | HepG2 tox | EPAC2 antagonist
COc1ccc(C(=O)NCc2nnc(SCC(=O)Nc3cc(Cl)ccc3OC)o2)cc1 | -0.1% | . | 4% | 1% | i | -2% | ? | -2% | 1%
Cc1c(NC(=O)c2ccccc2)cccc1[N+](=O)[O-] | 0.5% | 6% | 0% | 0% | i | -1% | 1% | -1% | 14%
CN(C)c1ccc(NC(=O)/C=C/c2c(Cl)cccc2Cl)cc1 | 5.2% | 83%[activator] | ? | 16µM* | ? | -26% | 0% | -53% | 0%
CN1C(=O)CSc2ccc(NC(=O)N3CCc4ccccc43)cc21 | 5.8% | 79%[activator] | ? | ? | i | 0% | 11% | -34% | -9%

The listing continues:
SMILES | Nrf2 activator | ATXN2 expr inh | Nrf2 inh | MCF10A rereplic | S2 tox | A549 tox | TGFb inhibitor | HepG2 tox | EPAC2 antagonist
COc1cccc2sc(Nc3nnc(-c4ccccc4Cl)o3)nc12 | -2.1% | ? | 29% | ? | ? | ? | ? | -32% | -8%
COc1cc(/C=C/c2nc3ccccc3c(=O)[nH]2)cc(Br)c1O | 9.8% | -1% | 1% | -5% | i | 2% | 6% | -5% | 6%
COc1ccc(C2CC(=O)C(C3NCCc4ccccc43)=C(O)C2n2cncn2)cc1 (centres undefined) | -0.8% | . | -4% | 1% | i | 6% | -1% | -25% | 0%
COCCSc1ccccc1C(=O)NCc1ccc(S(N)(=O)=O)cc1 | 0.0% | -8% | -26% | -8% | i | 1% | -8% | 4% | 5%
O=C(CN1C(=O)NC2(CCCCC2)C1=O)Nc1ccc(F)cc1 | -0.3% | 4%[11.3 µM] | -3% | 1% | i | -1% | 2% | -7% | 0%
CCC(C(=O)NCCc1ccc(Cl)cc1)n1nc(C)c2c(C)n(-c3ccccc3)nc2c1=O (centres undefined) | -0.1% | -25% | -15% | . | ? | 0% | ? | -10% | .
CCCc1cc(=O)[nH]c(SCC(=O)Nc2nonc2N)n1 | -0.9% | 5% | 13% | -1% | i | -1% | 3% | -86% | 4%
O=C(O)CCS(=O)(=O)Cc1ccccc1F | -0.3% | 4% | 4% | -3% | i | -4% | -1% | 0% | 6%
COc1cc(OC)cc(C(=O)N(CN2CCCC2=O)c2ccccc2OC)c1 | 0.4% | . | -14% | 4% | . | -8% | -22% | -12% | 2%
O=c1c([N+](=O)[O-])c(O)c2ccccc2n1Cc1ccccc1 | 0.1% | . | -10% | 6% | ? | ? | -25% | 1% | ?
Cc1ccc(SCC(=O)N2CCN(c3ccc(F)cc3)CC2)cc1 | 0.1% | -13% | -9% | -25% | i | 0% | 7% | -4% | 4%
CC(C)=CCSc1nnc(CCNC(=O)OC(C)(C)C)o1 | 0.2% | 5% | 11% | 2% | i | 7% | 13% | -12% | -2%
O=C(COC(=O)c1ccc(S(=O)(=O)Nc2ccccc2)cc1)NCC1CCCO1 (centres undefined) | 0.2% | . | 1% | 0% | i | 11% | -4% | 22% | 2%
Cc1cccc(N2C(=O)CCC2=O)n1 | 0.3% | -15% | 12% | 4% | i | 1% | 20% | -4% | 9%
Cc1cc(NC(=O)COc2ccccc2C#N)no1 | 3.0% | 17% | 29% | -4% | i | 0% | 12% | 12% | 5%
CC(=O)Nc1ccc(OCC(O)Cn2ccnc2)cc1 (centres undefined) | -0.2% | . | 5% | -1% | i | 13% | 11% | 6% | -11%
Cc1ccc2c(CN3CCCc4ccccc43)cc(=O)oc2c1C | 3.3% | -9% | 2% | 0% | i | -5% | -4% | -24% | -2%
CCn1c(=N)c(C(=O)NCCCOC)cc2c(=O)n3cccc(C)c3nc21 | 0.7% | -35% | -3% | ? | . | ? | -25% | 0% | -2%
CC(=O)C1=C(O)C(=O)N(c2cccc(Br)c2)C1c1ccc(Br)cc1 (centres undefined) | -1.0% | -2% | -10% | 10% | i | -8% | -1% | -3% | ?
Cc1ccsc1/C=N/Nc1nc2ccccc2[nH]1 | 19% | ? | ? | 26% | i | -8% | ? | -34% | 3%
Cc1ccc(N2CC(NC(=O)/C=C\c3ccc4c(c3)OCO4)CC2=O)cc1C (centres undefined) | 4.1% | . | . | . | . | 3% | -21% | -7% | .
CN(c1cccc(Cl)c1)S(=O)(=O)c1cccc(C(=O)NN2CCOCC2)c1 | 0.4% | . | -1% | 0% | ? | 1% | 6% | 0% | 3%
O=C(NCc1ccncc1)C(=O)NCC1OCCCN1S(=O)(=O)c1ccc(F)cc1 (centres undefined) | -1.1% | -1% | 3% | -5% | i | -3% | -10% | -3% | 6%
Clc1ccc(C2[C@H]3CN(Cc4cccnc4)[C@H](c4ccccc4)C34CC2(c2ccccc2)C4)cn1 (some centres undefined) | 3.7% | -5% | -28% | ? | ? | -8% | ? | -14% | 8%
CC(C)c1ccc(NC(=S)NNC(=O)C2CC2)cc1 | 2.3% | -13% | 2% | 9% | ? | -2% | -5% | -1% | 2%
CCCCn1c(=O)c(CCC(=O)OCC(=O)Nc2ccc(F)c(Cl)c2)nc2ccccc21 | 0.4% | -5% | 2% | 8% | i | 0% | 0% | 14% | -7%
CCOC(=O)c1c(NC(C)=O)sc2c(O)c(Br)ccc12 | 28% | 0% | 26% | 5% | i | 18% | -4% | -36% | -1%
O=C(/C=C\c1ccco1)Oc1cccc2cccnc12 | ? | . | 3% | ? | i | -3% | 3.2µM* | -74% | -12%
CCc1ccccc1NC1c2ccccc2C(=O)N1c1cc(C)ccn1 (centres undefined) | 1.5% | 1% | -5% | -2% | i | -2% | ? | -26% | 1%
Cc1ccc(Cl)cc1NC(=O)c1cnn2c1NC(c1ccco1)CC2C(F)(F)F (centres undefined) | 2.1% | -12% | . | 24% | i | 0% | -29% | -20% | -25%
O=C1OC(c2ccccc2)=C/C1=C/c1cccs1 | 11% | 3% | 17% | -2% | i | -8% | -5% | 0% | 20%
Cc1ccc(N2CC(C(=O)OCC(=O)c3ccc(C)c([N+](=O)[O-])c3)CC2=O)cc1 (centres undefined) | -0.1% | 10% | -6% | -11% | i | 5% | -29% | -5% | -8%

Screens from PubChem BioAssay.
